Screening data as filed in PubChem.
TAAR1 antag = human TAAR1 antagonism | 1.5% of 360,000 active | Q96RJ0 | CHO RD-HGA16 TAAR1, Fluo-8 calcium fluorescence, antagonist | inhibition, % at 3 µM;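 active = inhibition above a per-plate cutoff, the mean inhibition of test compounds on that plate plus 3 SD, cut at about 49% in these data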;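 also: 0% = DMSO plus EC80 beta-PEA response and 100% = DMSO alone without agonist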
Target sequence (Q96RJ0 whole entry, looked up): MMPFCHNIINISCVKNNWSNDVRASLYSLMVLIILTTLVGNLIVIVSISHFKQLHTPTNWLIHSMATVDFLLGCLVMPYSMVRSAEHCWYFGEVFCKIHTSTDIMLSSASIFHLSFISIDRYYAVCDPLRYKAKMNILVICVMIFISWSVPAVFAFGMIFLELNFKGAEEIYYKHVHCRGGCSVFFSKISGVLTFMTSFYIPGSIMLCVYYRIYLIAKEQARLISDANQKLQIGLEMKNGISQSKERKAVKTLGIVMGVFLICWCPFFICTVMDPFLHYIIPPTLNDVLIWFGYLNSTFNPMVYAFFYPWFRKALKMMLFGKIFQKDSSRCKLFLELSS
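test system = CHO RD-HGA16 cells bearing hTAAR1 | replication = singlicate | controls = DMSO-only wells and EC80 β-PEA-stimulated wells | reagent = EC80 β-phenethylamine stimulus | read-out basis = percent inhibition of PEA-evoked calcium signal, max/basal emission ratio | schedule = seeding 17-24 h prior, 75-min 37 °C, 30-min RT dye loading | signal = kinetic Fluo-8 calcium fluorescence measurement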
CHO parental Ca = counter-screen: ATP calcium response change in parental CHO cells. AID 463079. 0.63% of 330,000 active. parental CHO-K1, ATP-induced calcium, Fluo-8 fluorescence. inhibition, % at 5.6 µM;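 active = inhibition above that plate's mean sample inhibition plus 3 SD, cut at about 26% in these data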;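 also: 0% = ATP-challenged DMSO wells and 100% = DMSO wells without ATP; some compounds past the cut are filed as inactive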
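Assay system: untransfected parental CHO cell line. Also added: ATP agonist challenge. Dosing: one dose, 5.6 µM nominal. Measured by: Fluo-8 fluorescence. Read-out: % inhibition. Benchmarks: ATP wells versus no-ATP DMSO wells. Repeats: no replicates.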
OXTR potentiator = human OXTR potentiation; 0.061% of 320,000 active; activation, % at 3 µM; P30559; CHO-OTR cells, Fluo-8 calcium fluorescence, potentiator mode; 0% = oxytocin EC15, 100% = EC100; AID 2445;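 active = activation above that plate's cutoff, the mean activation of tested compounds plus 3 SD, cut at about 6.6% in these data, passing the limit was not always enough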;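 also: 100% uses oxytocin at 75 nM as the full agonist control; some results filed as inactive read as strong as hits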
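System: human OTR in CHO cells / Also added: sub-maximal oxytocin, roughly EC15 / Control set: EC15 oxytocin low, 75 nM oxytocin high / Schedule: 6 min compound pre-incubation at room temperature, 100 s kinetic read / Compound: single-point 3.0 µM / Replication: singlicate / Technique: Fluo-8 calcium dye fluorescence / Read-out basis: % activation of max/min ratio relative to oxytocin controls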
TAAR1 ag = human TAAR1 agonism; CHO RD-HGA16 TAAR1, Fluo-8 calcium fluorescence; vehicle wells 0%, saturating PEA agonist 100%; activation, % at 3 µM; 0.99% of 360,000 active; Q96RJ0;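 active = activation above the mean activation of all test compounds in the run plus 3 SD, cut at about 38% in these data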
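Benchmarks: low control DMSO, high control PEA (EC100); System: CHO RD-HGA16 cells carrying human TAAR1 plus Gα16; Detection: Fluo-8 fluorescence, 5 s baseline then 140 s kinetic read; Schedule: 17-24 h plating, Fluo-8 75 min 37 °C, 30 min RT; Read-out basis: % activation from peak over basal fluorescence ratio, DMSO-to-PEA scaled.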
M1 ag = human M1 muscarinic receptor agonism; P11229; CHO-K1 hM1, Fluo-8 calcium fluorescence, agonist mode; 0% DMSO, 100% acetylcholine EC100; activation, % at 3 µM; 0.33% of 360,000 active; AID 588814;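 active = activation above the run's mean compound activation plus 3 SD, cut at about 16% in these data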;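 also: peak over basal fluorescence ratio within a 140 s kinetic read after compound addition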
Target sequence (P11229 whole entry, looked up): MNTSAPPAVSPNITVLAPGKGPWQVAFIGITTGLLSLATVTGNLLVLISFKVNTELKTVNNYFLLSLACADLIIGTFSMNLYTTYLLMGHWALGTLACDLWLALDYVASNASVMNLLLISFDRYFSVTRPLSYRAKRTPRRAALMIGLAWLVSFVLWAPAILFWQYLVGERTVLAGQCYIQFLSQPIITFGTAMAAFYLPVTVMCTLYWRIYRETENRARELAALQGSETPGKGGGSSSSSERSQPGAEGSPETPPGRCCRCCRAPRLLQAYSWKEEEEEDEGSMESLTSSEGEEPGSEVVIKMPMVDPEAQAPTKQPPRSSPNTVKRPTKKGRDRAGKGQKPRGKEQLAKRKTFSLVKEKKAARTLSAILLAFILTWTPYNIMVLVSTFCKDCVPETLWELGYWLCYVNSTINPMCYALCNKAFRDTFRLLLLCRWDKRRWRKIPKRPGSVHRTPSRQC
M1 PAM = positive allosteric modulators of human M1 muscarinic receptor | P11229 | CHO-K1 hM1, Fluo-8 calcium fluorescence, ACh EC20; 0% = ACh EC20, 100% = maximal ACh | activation, % at 3 µM | 0.088% of 360,000 active; in the data active = activation above about 19%, passing the limit was not always enough
V1R ag counter = V1a receptor agonism, counter-screen for OXTR agonists; CHO-V1R cells, Fluo-8 calcium fluorescence, agonist mode; 0% DMSO, 100% 3 nM vasopressin; activation, % at 3 µM; 0.25% of 320,000 active; AID 2797;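 active = activation above the mean activation of all tested compounds plus 3 SD, per screening run, cut at about 20% in these data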;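 also: signal is peak over basal fluorescence ratio across a 100 second FLIPR read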
M1 antag = antagonists of human M1 muscarinic receptor; inhibition, % at 3 µM; P11229; CHO-K1 hM1, Fluo-8 calcium fluorescence, ACh EC80 antagonist; 1.3% of 360,000 active;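 active = percent inhibition above its own plate's cutoff, namely the mean of that plate's compound wells plus 3 SD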;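 also: peak over basal fluorescence ratio during 140 s after agonist addition; 0% = ACh EC80 plus DMSO and 100% = DMSO alone without agonist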
OXTR agonist = agonists of human oxytocin receptor | CHO-OTR cells, Fluo-8 calcium fluorescence; normalized: DMSO 0%, oxytocin 100% | activation, % at 3 µM | 0.32% of 320,000 active;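 active = activation above the mean of all tested compounds plus 3 SD, cutoff set per screening run, cut at about 20% in these data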;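 also: peak over basal fluorescence ratio from a 100 s FLIPR kinetic read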
* = called active by the depositor; . = not tested or not shown.

#	compound	TAAR1 antag	CHO parental Ca	OXTR potentiator	TAAR1 ag	M1 ag	M1 PAM	V1R ag counter	M1 antag	OXTR agonist
1	CCOc1cc(S(=O)(=O)Nc2ccc(Cl)cn2)ccc1F	-11	-9	-15	4	-3	-10	0.5	15	0.6
2	Cc1nc2[nH]c(=S)n(C)c(=O)c2nc1C	-8	2	-4	3	-3	1	0.4	-8	-1.1
3	COc1c(N)c2c(c([N+](=O)[O-])c1OC)C(=O)OC2	2	.	.	0	-1	0	.	0	.
4	COc1ccc(NC(=O)CSc2ccc(-c3ccco3)nn2)c(OC)c1	6	-29	-5	0	1	12	1.1	-8	-0.8
5	CN(C)c1cccc(C(=O)OCC(=O)Nc2nccs2)c1	0	-18	-12	5	-4	6	-0.3	3	-0.2
6	CN(CCN1CCc2ccccc2C1)Cc1nc(Cc2ccccc2F)no1	2	.	.	1	-8	-16	.	20	.
7	Cc1ccc(NS(=O)(=O)c2cc(C(=O)N3CCOCC3)ccc2C)cc1	12	-22	0	-1	-3	3	0.2	-9	-0.2
8	O=C(NC(=S)Nc1nc2c(ccc3ccccc32)s1)c1cccs1	-13	-4	-2	1	-3	7	0.1	-14	0.5
9	COc1ccc(NC(=O)CN(C)C(=O)COc2ccccc2Cc2ccccc2)cc1	20	-14	-11	7	-2	-2	1.2	7	-0.6
10	COC(=O)c1cc(OC)c(OC)cc1-n1cnc2cc(OC)c(OC)cc2c1=O	-17	4	-8	0	-3	-2	0.8	5	0.6
11	COc1cccc(-c2nc(CS(=O)(=O)CC(=O)N3CCN(C4CCCCC4)CC3)c(C)o2)c1	-14	-4	-1	1	6	5	1.6	-9	1.4
12	CCc1ccc(Nc2nnc(SCC(=O)Nc3ccc(C(=O)O)cc3)s2)cc1	-4	-8	1	3	-2	8	0.3	-9	0.8
13	CN(CCc1ccccn1)C(=S)Nc1ccc(Cl)c(Cl)c1	0	-29	-26	31	-3	-3	1.0	2	0.1
14	CCc1nc2c(OCC(N)=O)cccn2c1N(C)C(=O)c1cccs1	-2	.	.	-1	-1	10	.	-5	.
15	Cc1noc(C)c1S(=O)(=O)N(C)C[C@H]1OCc2cnnn2CCCC(=O)N([C@H](C)CO)C[C@H]1C	3	.	.	1	-4	0	.	-7	.
16	O=C(NCC1CCCCC1)c1ccc2nc([C@@H]3O[C@H](CO)[C@H](O)[C@H](O)[C@H]3O)[nH]c2c1	8	.	.	0	3	14	.	-20	.
17	COc1ccc(CC(=O)OC(C)C(=O)Nc2ccc(S(N)(=O)=O)cc2)cc1 (configuration not stated)	-21	-11	-3	6	1	7	1.1	-9	3.1
18	O=C(Nc1ccccc1)c1cc([N+](=O)[O-])ccc1NC1CCCCC1	-6	-20	-9	-1	-4	-4	0.0	4	-0.6
19	COC(=O)c1ccccc1NC(=S)NC(=O)C1CCCCC1	-5	-14	-2	-2	-4	7	-1.0	-1	-3.2
20	COCCn1c(=O)[nH]c2cc(C(=O)OC)ccc2c1=O	-20	-2	-6	5	-2	11	0.9	-9	0.1
21	Cc1cccc(NC(=S)N=Nc2c(O)n(C)c3ccc(S(=O)(=O)N4CCOCC4)cc23)c1	2	-3	2	5	-6	5	1.1	-2	0.7
22	CC(C)n1c(CN2CCN(C(=O)c3ccco3)CC2)nc2c1c(=O)n(C)c(=O)n2C	7	-2	-7	0	-1	0	0.3	5	0.2
23	COc1cc(OC)cc(C(=O)Nc2ccc3c(c2)OCCO3)c1	-24	-8	-6	2	0	3	-0.3	-13	-2.0
24	CCOc1ccc(CNS(=O)(=O)c2c(C(=O)N3CCCC3)c(C)n(C)c2C)cc1OC	6	-1	-6	0	0	12	-0.2	-7	-0.5
25	CCOc1ncccc1C(=O)OCc1csc(CC(=O)Nc2ccccc2C)n1	-4	-21	0	2	-2	7	-0.3	-9	-1.3
26	O=C(O)/C=C/C(=O)N1N=C(c2ccco2)CC1c1ccco1 (configuration not stated)	9	-5	-11	0	-6	-15	1.2	30	0.6
27	CCCCn1c(N)c(N(CCOC)C(=O)c2cccc(OCc3ccccc3)c2)c(=O)[nH]c1=O	-7	-13	1	1	-6	6	0.6	-8	-0.6
28	COc1ccc(CCNC(=O)C2CCN(C(=O)c3ccc([N+](=O)[O-])cc3)CC2)cc1	8	-5	-13	-1	-8	10	0.3	-8	-1.3
29	Cc1ccc(C(=O)NNC(=O)C2CCN(Cc3ccccc3)CC2)cc1	-14	-9	-3	5	-5	3	0.5	-5	0.0
30	Cc1cc(Br)cn2cc(C(=O)O)nc12	-6	-6	-3	11	-5	16	-0.4	-12	-0.5
31	Cc1ncc(CN2CCN(Cc3ccc(F)cc3)C(CCO)C2)s1 (configuration not stated)	-4	-18	0	3	-3	4	1.7	0	0.6
32	O=C(Nc1cccc([N+](=O)[O-])c1)NN1CCCCCC1	12	.	.	9	10	-10	.	23	.
33	O=C(CSCc1cccc(Br)c1)NC1CC1	0	6	0	5	-5	2	1.0	2	-0.8
34	CCOC(=O)Cc1nnc(NC(=O)c2ccccc2OCC)s1	13	-31	-3	-1	-4	7	0.8	-12	-1.0
35	CC(=C/c1ccco1)/C=N/NC(=O)c1nnn(-c2nonc2N)c1CN(C)C	-9	-14	-2	6	-4	9	0.1	-11	-0.1
36	Cn1nc(C(C)(C)C)c([N+](=O)[O-])c1C(=O)NCCO	16	-7	-5	2	-4	12	0.5	-10	1.1
37	Nc1nnc(SCc2cc3c(cc2Cl)OCO3)s1	-2	-1	-1	-2	-3	7	0.2	-7	-0.9
38	CSc1cc(-c2ccccc2)[nH]c(=O)c1C#N	-4	-4	2	4	-6	10	0.8	-7	1.0
39	COCCn1c(-c2ccc(SC)cc2)nc2c1c(=O)[nH]c(=O)n2CC(C)C	-21	-26	-8	-2	1	9	0.1	-8	-1.6
40	COc1ccc(C(NC(=O)c2cc(OC)ccc2OC)c2ccccc2)cc1 (configuration not stated)	8	0	-6	-2	-5	1	0.8	-1	-0.9
41	CN1CCN(C(=O)c2cccc(-c3cnc4cnc(-c5ccccc5Oc5ccccc5)cn34)c2)CC1	-12	.	.	6	-5	-9	.	-1	.
42	O=C(NNc1ccccn1)C(c1ccccc1)c1ccccc1	-1	10	-10	9	-6	6	0.4	1	-0.9
43	Cc1cccn2c(CN(C)CC3CCCCO3)c(C(=O)N3CCCCC3)nc12 (configuration not stated)	-9	-1	-10	3	-2	15	-0.2	-6	-0.2
44	O=C(O)c1cnc(-c2ccccc2)nc1Sc1cccc(Cl)c1	-8	7	-10	10	-2	-2	0.5	4	-1.6
45	COCCC(=O)NNS(=O)(=O)c1ccc(Cl)cc1	18	-10	0	1	-8	5	0.6	-1	0.3
46	COc1cccc(C(=O)NC2CCN(CC(=O)Nc3c(C)cc(C)cc3C)CC2)c1	.	-23	-6	.	.	.	-0.4	.	-0.6
47	CC1(C)CC2CC(C)(CN2C(=O)COC(=O)c2cccc([N+](=O)[O-])c2)C1 (configuration not stated)	0	-15	-7	6	-3	-3	0.2	-7	-1.1
48	Cc1ccc2c(c1)CCCN2C(=O)c1cccs1	-15	-4	2	12	-9	10	-1.1	-11	-1.6
49	COCCOc1cc(NC(=O)c2cccc(OC)c2)c(Cl)cc1Cl	-28	-27	-7	1	-12	13	-0.6	-9	-1.0
50	COc1ccc([C@H]2CC(=O)C=C(c3ccc4c5c(cccc35)CC4)C2)cc1	21	-29	-4	20	-3	-1	0.0	0	1.8
51	CC(=O)Nc1ccc(/C=N/NC(=S)NC(C)C)cc1	-7	7	-2	3	-5	5	0.1	-11	1.1
52	CCOc1ccc(/C=N/NC(=O)c2nnn(-c3nonc3N)c2CN(C)C2CCCCC2)cc1	-22	0	-7	7	-1	8	-0.3	-10	-0.1
53	Cn1c(=O)c2c(nc3n2CC(COc2ccccc2)O3)n(C)c1=O (configuration not stated)	-5	.	.	0	-3	4	.	-8	.
54	Cc1[nH]c2ccccc2c1C(=O)CSc1n[nH]c(N)n1	-13	1	-7	1	-2	5	-0.1	3	0.3
55	Cc1ccc(C)c(NS(=O)(=O)c2ccc(OCC(=O)N3CCCC3)cc2)c1	6	-9	1	4	0	8	1.5	-1	1.7
56	OC[C@@H]1[C@@H](c2ccccc2)C(c2cccc(Cl)c2)=NN1c1ccccc1	3	-17	.	1	-7	-4	.	-2	.
57	CC1CCN(C2=NC(=O)/C(=C/c3cn(-c4ccccc4)nc3-c3cccc(S(=O)(=O)N(C)C)c3)S2)CC1	-11	-20	-16	-1	-4	6	-0.1	-7	-0.6
58	CCN(CC)S(=O)(=O)c1ccc2[nH]c(=O)cc(C(=O)Nc3cccc(C(C)=O)c3)c2c1	-3	7	1	3	-5	4	-0.1	-7	1.6
59	CCOc1cccc2sc(N(CCCN(C)C)C(=O)c3ccc(S(=O)(=O)N4CCCCCC4)cc3)nc12	18	-17	-14	37	-4	1	6.4	-6	2.8
60	COc1cccc(NC(=O)c2ccccc2NS(C)(=O)=O)c1	6	-12	-1	12	-1	0	1.9	1	4.0

(continued)
#	compound	TAAR1 antag	CHO parental Ca	OXTR potentiator	TAAR1 ag	M1 ag	M1 PAM	V1R ag counter	M1 antag	OXTR agonist
61	O=C(CCS(=O)(=O)c1ccccc1)Nc1nc2c(s1)CCCC2	-4	-19	0	3	-1	-2	3.6	-1	3.3
62	COc1ccc(S(=O)(=O)NCCSC(C)(C)C)cc1	-2	0	-6	1	-1	-1	1.3	0	-0.4
63	O=C(CSC1=NS(=O)(=O)c2cc(Cl)ccc2N1)Nc1ccccc1C(F)(F)F	-14	8	1	0	-2	-2	-0.4	-1	-0.5
64	COc1ccccc1CNC(=O)Nc1nnc([C@H]2C[C@H](O)[C@@H](CO)O2)s1	-3	.	.	1	-2	5	.	-5	.
65	CCOC(=O)C1CCCN(C(=O)Cc2ccc(Cl)cc2)C1 (configuration not stated)	1	-16	-14	8	-4	10	-0.8	-14	-0.7
66	COc1ccccc1N(C)S(=O)(=O)c1ccc(C(=O)OC(C)C(=O)NCc2ccc3c(c2)OCO3)cc1 (configuration not stated)	56*	-4	-13	21	-7	-16	5.9	10	0.9
67	Cc1ccc(-n2nc3c(c2NC(=O)c2ccc4c(c2)OCO4)CS(=O)C3)c(C)c1 (configuration not stated)	-10	-9	6	4	-1	13	0.6	-13	0.0
